PLK1 inh: blocks human PLK1 kinase activity | P53350 | recombinant PLK1 kinase, TR-FRET peptide phosphorylation | inhibition, % at 10 µM | 97,000 compounds, 0.53% hits;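 active means inhibition of 50% or more in the single-concentration screen; inactive means inhibition below 50%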;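 further: 0% = DMSO max control and 100% = H-89 dihydrochloride min control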
Target sequence (P53350 whole entry, looked up): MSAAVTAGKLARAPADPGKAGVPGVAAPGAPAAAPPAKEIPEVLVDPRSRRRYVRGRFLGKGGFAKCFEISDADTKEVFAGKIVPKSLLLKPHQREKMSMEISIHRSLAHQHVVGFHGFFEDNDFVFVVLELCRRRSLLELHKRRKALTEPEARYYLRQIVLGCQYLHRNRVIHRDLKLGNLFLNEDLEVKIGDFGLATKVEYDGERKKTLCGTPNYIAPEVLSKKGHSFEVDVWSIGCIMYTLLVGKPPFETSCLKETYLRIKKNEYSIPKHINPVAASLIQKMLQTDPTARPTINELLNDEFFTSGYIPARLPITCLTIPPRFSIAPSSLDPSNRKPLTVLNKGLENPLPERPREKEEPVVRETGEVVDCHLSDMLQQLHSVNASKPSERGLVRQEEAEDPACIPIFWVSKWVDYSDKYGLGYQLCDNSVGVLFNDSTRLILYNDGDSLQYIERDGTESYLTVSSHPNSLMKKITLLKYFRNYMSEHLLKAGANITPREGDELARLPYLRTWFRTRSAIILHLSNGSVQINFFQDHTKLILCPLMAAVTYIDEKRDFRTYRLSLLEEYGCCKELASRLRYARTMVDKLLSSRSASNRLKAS
TNFa cytotox: toxic to HUVEC cells under TNF alpha stimulation; HUVEC TNFalpha-stimulated, Hoechst cell count, imaging; 93,000 compounds, 0.17% hits; cell count reduction, % at 2 µM;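 active means cell count reduction exceeding the screen mean by over 5 SD, scaled to untreated wells per plate, cut at about 78% in these data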;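 further: cells counted after 24 h of TNF alpha exposure following the 1 h pretreatment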
Plk1 PBD FP: inhibitors of human Plk1 polo box domain binding; P53350; Plk1 PBD phosphopeptide binding, fluorescence polarization; inhibition, %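 (tested at about 20 µM)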; 97,000 compounds, 0.13% hits; AID 693; in the data active means inhibition above about 34%, passing the limit was not always enough
E coli WT exp: E. coli BW25113 growth inhibition, expanded screen; OD600 absorbance; growth inhibition, % at 100 µM; 98,000 compounds, 0.15% hits; AID 710;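 active means growth inhibition above about 50% at one test dose, limit read from the data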;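 further: growth measured after 20 h incubation at 37 °C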
VCAM1 TNFa inh: reduces TNF alpha induced VCAM1 expression in HUVEC. HUVEC TNFa-induced VCAM-1 immunofluorescence, high-content imaging. inhibition, % at 2 µM. 95,000 compounds, 0.48% hits;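 active means inhibition above the batch mean plus 3 SD, with images confirmed as a hit by eye, cut at about 37% in these data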;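 further: 0% = TNF-stimulated DMSO wells and 100% = unstimulated control wells; not every result past the cut was called active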
hDAT+cocaine: modulates human dopamine transporter uptake under cocaine | Q01959 | B-score at 10 µM | 110,000 compounds, 1.3% hits | LLC-PK1 hDAT cells, [14C]-dopamine uptake with cocaine IC80; actives deviate in either direction;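 active means Z score or B-score, a plate-position-corrected score, falls beyond the plate's 99.7% confidence bounds, in either direction; inactive means both scores lie inside the 99.7% bounds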;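 further: scored against the spread of the other compound wells on the same plate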
cytoskel mod: cytoskeleton assembly modification; HUVEC TNFa F-actin phalloidin imaging, high content; inhibition, % at 2 µM; 91,000 compounds, 0.18% hits;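 active means inhibition above the batch mean plus 3 SD and confirmed as a hit by visual image inspection, cut at about 30% in these data, passing the limit was not always enough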; further: strong numbers were not always called active
HUVEC tox IL1B: toxic to HUVEC cells under IL-1B stimulation | HUVEC cell count loss, Hoechst imaging, IL-1B stimulated | cell count reduction, % at 2 µM | 94,000 compounds, 0.41% hits | AID 845;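 active means cell count reduction more than 3 SD above the screen-wide mean, cut at about 70% in these data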;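 further: normalized per plate to untreated control cells as the no-loss baseline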
sEH inhibitor: inhibitors of human soluble epoxide hydrolase | P34913 | recombinant human sEH enzymatic activity assay | inhibition, % at 2 µM | 91,000 compounds, 0.34% hits | AID 707; in the data active means inhibition above about 80%; further: values of inactives mirror those of a sister screen read the other way; many of its hits are not listed in these tables
* marks the source's active call; other numbers are inactive results; . = not tested or not shown.

SMILES	PLK1 inh	TNFa cytotox	Plk1 PBD FP	E coli WT exp	VCAM1 TNFa inh	hDAT+cocaine	cytoskel mod	HUVEC tox IL1B	sEH inhibitor
CC(C(N)=O)N1C(=O)c2cccc3cccc1c23 (stereo unspecified)	-28.0	-12.6	-15.1	10.0	5.0	-0.0174	5.6	-15.9	2.5
O=S(=O)(Nc1cccnc1)c1ccc(Cl)c(C(F)(F)F)c1	-8.9	-13.5	-2.0	3.0	-4.2	-1.56	8.9	-56.4	-5.7
Cc1ccc2[nH]c3c(=O)n(Cc4ccncc4)cnc3c2c1	-6.4	-14.8	-15.6	-3.0	-22.4	-2.06	14.4	-0.8	-5.5
CCN(CC)C(=O)c1sc(NC(=O)Cc2ccc(OC)cc2)c(C#N)c1C	-9.7	-16.0	8.0	1.0	0.1	1.76	27.0	6.6	-2.7
COc1ccc(-c2nnc(CSc3nnc(-c4ccncc4)n3C3CCCCC3)o2)cc1OC	-6.9	-16.8	-0.6	-8.0	11.0	0.757	58.1	-31.0	-2.5
O=C(C1CCCCN1S(=O)(=O)c1ccccc1)N1CCCCC1 (stereo unspecified)	-2.7	15.5	-20.4	4.0	-21.5	-0.333	-35.4	10.5	0.3
COc1ccc(S(=O)(=O)N2CCC(C(=O)N3CCc4ccccc4C3)CC2)cc1	-15.8	-1.9	1.2	-9.0	-16.8	2.09	7.5	-50.5	-10.7
Cc1ccccc1C(=O)N1CCC(C(=O)O)CC1	-8.0	-5.1	15.2	-6.0	-5.9	0.161	.	7.3	-10.4
COCc1[nH]nc2c1C1(C(=O)N(C)c3ccccc31)C(C#N)=C(N)O2 (stereo unspecified)	1.7	3.3	17.8	-2.0	1.8	-0.686	-30.8	14.2	-2.0
COC(=O)CNC(=O)c1cccs1	-13.0	-8.6	15.2	-7.0	4.5	0.168	-0.5	14.1	-12.6
COc1cc(NS(=O)(=O)c2ccc(NC(=O)COc3ccccc3C)cc2)nc(OC)n1	0.8	13.4	-1.4	0.0	-6.0	-0.422	-17.4	5.2	-8.3
COc1ccccc1CNC(=O)C(C)NS(=O)(=O)c1ccc(C)cc1 (stereo unspecified)	-18.1	9.3	20.6	0.0	14.1	-0.88	-10.5	4.3	7.9
Clc1ccc(SCc2cc(-c3ccccc3)on2)cc1	-6.0	-7.1	-28.9	2.0	-3.9	-0.989	6.2	4.0	9.0
CS(=O)(=O)N(CC(=O)Nc1ccc(CC#N)cc1)c1ccc(C23CC4CC(CC(C4)C2)C3)cc1	-10.5	-11.5	-11.7	-8.0	8.2	-0.265	-0.3	-42.7	-7.5
COc1ccc(N2C(=O)C3CCCN3C2c2ccc(F)cc2)cc1Cl (stereo unspecified)	-6.7	-9.4	12.1	7.0	-6.8	-0.328	7.0	-4.5	0.8
Cn1nc(C(F)(F)F)c(C#N)c1N1CCN(c2ccccc2F)CC1	-0.2	-7.8	-12.7	0.0	-1.6	-2.12	-0.6	5.4	8.6
Cc1cc2c3c(c1)C1(C(=O)N3C(C)(C)CC2C)C(C#N)=C(N)Oc2cc(O)ccc21 (stereo unspecified)	-7.0	-5.4	9.9	0.0	8.2	0.729	-0.6	-9.3	-0.8
Cc1ccc2c(c1)/C(=N/OS(=O)(=O)c1ccccc1)CCS2	-2.0	-8.1	-16.1	.	11.2	-1.33	17.7	-1.6	7.8
Cc1ccc(C)c(NC(=O)c2ccc3ccccc3n2)c1	-1.9	-1.6	-5.5	-4.0	8.1	-0.309	0.0	-88.2	-4.5
CCCn1c(NCc2ccco2)nc2c1c(=O)n(C)c(=O)n2C	-12.8	.	-7.0	.	-3.0	-0.233	-0.5	-8.5	-2.1
CCC1=NC(c2ccc(OC)cc2)N(O)C1(C)C (stereo unspecified)	3.9	-31.0	25.5	-3.0	-2.4	-0.897	14.5	.	-1.7
O=C(NCc1cccnc1)/C(=C/c1ccc(-c2cccc(C(F)(F)F)c2)o1)NC(=O)c1ccccc1	-6.0	-35.8	6.9	-2.0	3.8	.	-1.4	-67.9	0.1
COc1cc(Nc2nnc(C)s2)c(Cl)cc1Cl	-15.5	-8.5	-5.8	4.0	11.0	0.162	-3.1	.	26.1
Cc1cc(C)cc(NC(=O)c2cc(S(=O)(=O)NCc3ccco3)ccc2F)c1	-11.1	-11.8	-6.8	4.0	10.2	0.472	-9.2	-8.1	3.2
O=S(=O)(CCSc1nc2ccccc2o1)c1nc2ccccc2s1	-3.8	5.3	-14.6	-5.0	15.6	0.103	8.5	-10.5	6.2

Compound profiles, as listed above. Order of values: PLK1 inh, TNFa cytotox, Plk1 PBD FP, E coli WT exp, VCAM1 TNFa inh, hDAT+cocaine, cytoskel mod, HUVEC tox IL1B, sEH inhibitor
Results for Cc1cc2c3c(c1)C1(C(=O)N3C(C)(C)CC2C)C(C#N)=C(N)Oc2cc(O)ccc21 (stereo unspecified) → -7.0, -5.4, 9.9, 0.0, 8.2, 0.729, -0.6, -9.3, -0.8
Results for Cc1ccc2c(c1)/C(=N/OS(=O)(=O)c1ccccc1)CCS2 → -2.0, -8.1, -16.1, ., 11.2, -1.33, 17.7, -1.6, 7.8
Results for O=S(=O)(Nc1cccnc1)c1ccc(Cl)c(C(F)(F)F)c1 → -8.9, -13.5, -2.0, 3.0, -4.2, -1.56, 8.9, -56.4, -5.7
Results for Cc1ccc2[nH]c3c(=O)n(Cc4ccncc4)cnc3c2c1 → -6.4, -14.8, -15.6, -3.0, -22.4, -2.06, 14.4, -0.8, -5.5

Continued:
SMILES	PLK1 inh	TNFa cytotox	Plk1 PBD FP	E coli WT exp	VCAM1 TNFa inh	hDAT+cocaine	cytoskel mod	HUVEC tox IL1B	sEH inhibitor
CCc1nnc(NS(=O)(=O)c2ccc(N3C(=O)C4CC=C(Cl)CC4C3=O)cc2)s1 (stereo unspecified)	-0.2	-22.6	10.4	6.0	-0.8	-0.14	19.7	-29.2	8.7
Cc1c(C(=O)OC(C)C)nnn1-c1nonc1N	-9.2	-3.0	28.6	.	13.1	-0.00365	-14.1	-19.0	5.2
CCNC(=O)c1cc2c(=O)n3cccc(C)c3nc2n(CCc2ccccc2)c1=N	-10.3	2.5	-11.4	7.0	21.6	2.21	9.1	4.2	0.8
CSC1=NCCN1C(=O)Cc1ccc(F)cc1	-12.2	16.7	-4.4	-8.0	14.9	1.16	-4.5	-3.6	-2.5
CC(NC(=O)c1cccnc1)C(c1cccs1)N1CCOCC1 (stereo unspecified)	-10.3	-10.5	-1.7	.	17.9	-1.19	2.1	-13.8	8.5
COc1ccc(C(=O)n2nc(C)cc2C)cc1Br	-9.1	-19.7	-1.3	-5.0	-1.9	-0.529	5.0	30.1	17.3
CCCC(=O)Nc1ccccc1N1CCN(C(=O)c2ccccc2)CC1	-7.7	-3.3	-10.0	-5.0	13.6	0.182	-25.9	-21.3	1.2
O=S(=O)(c1cccc(-c2nnco2)c1)N1CCCC1	-0.3	-20.0	-31.5	-5.0	3.5	-0.709	24.2	-12.6	26.7
O=C(O)c1cccc(N2C(=O)c3cccnc3C2=O)c1	-8.1	6.1	6.3	2.0	3.1	-0.417	-7.5	17.5	-2.3
COCCn1c(COc2ccc(OC)cc2)nc2ccccc21	-11.4	-22.7	14.5	3.0	14.8	0.758	-7.6	-18.8	19.3
COc1cc(C)nc2nc(SCc3ccccc3)nn12	-6.2	-14.9	7.4	3.0	19.4	-0.396	-2.6	.	16.7
N#Cc1cccc(NC(=O)c2nc(-c3ccccc3)n(-c3ccccc3)n2)c1	1.7	-43.7	-12.8	-13.0	17.8	0.69	5.6	-7.2	24.5
O=C(Cc1cccs1)NCc1ccc2c(c1)OCO2	-3.6	-16.2	14.7	3.0	20.7	-0.166	-2.7	63.6	8.7
O=C(Cn1c(=O)n(CC(=O)NCc2ccccc2)c2ccccc21)NCc1ccccc1	-6.2	.	-12.8	.	-4.1	-0.343	-12.2	17.9	-8.9
O=C(NCC1CCCO1)c1nn2c(c1Cl)NC(c1ccc(F)cc1)CC2C(F)(F)F (stereo unspecified)	-7.6	3.8	2.8	10.0	-11.1	1.16	5.7	-8.6	-10.8
COc1ccc2[nH]c(=O)c(CN(Cc3nnnn3Cc3ccc(F)cc3)CC3CCCO3)cc2c1 (stereo unspecified)	-2.5	17.0	-24.0	-2.0	-13.8	1.04	29.6	.	-8.0
Cc1ccc(NC(=S)NC2CCCC2)cc1	-8.9	-25.7	22.3	10.0	-15.0	0.318	0.9	-8.7	28.1
COc1ccc(C2C(C(=O)NCc3ccccn3)c3ccccc3C(=O)N2C)cc1OC (stereo unspecified)	-3.4	9.0	-6.2	-14.0	-0.6	-0.943	-11.2	-6.3	-1.2
O=C1NC(c2cccs2)C(C(=O)c2ccccc2)C(O)(C(F)(F)F)N1 (stereo unspecified)	-4.1	-18.9	1.5	7.0	-5.3	0.749	15.9	20.6	2.6
CCOC(=O)C1=C(N)n2c(s/c(=C\c3ccco3)c2=O)=C(C(=O)OCC)C1c1ccco1 (stereo unspecified)	-14.8	39.3	10.8	-9.0	-4.6	-1.11	-23.1	-7.7	7.4
CCS(=O)(=O)Nc1ccc(C(=O)CC2(O)C(=O)Nc3ccc(Br)cc32)cc1 (stereo unspecified)	-8.5	0.0	6.5	15.0	13.5	1.17	15.5	-19.8	14.6
Cc1ccccc1Cc1c(C)nc2c(C(=O)NCc3ccco3)cnn2c1C	-3.0	-4.5	18.5	-4.0	0.0	3.02*	-6.4	-20.0	-5.5
CSc1ccc(Cc2ccc(Cl)cc2Cl)nn1	-5.8	-24.6	-33.7	-10.0	15.9	-0.737	7.9	18.5	3.4
c1ccc(CNc2ccc3c(c2)ncn3C2CCCCC2)nc1	-0.4	-1.2	12.8	14.0	18.4	0.881	9.1	-15.7	5.0
CC(NC(=O)c1ccccc1NC(=O)c1ccco1)c1ccccc1 (stereo unspecified)	-2.4	-36.5	-10.8	6.0	4.3	-0.254	-0.2	-20.2	-0.5
Further results follow.
SMILES	PLK1 inh	TNFa cytotox	Plk1 PBD FP	E coli WT exp	VCAM1 TNFa inh	hDAT+cocaine	cytoskel mod	HUVEC tox IL1B	sEH inhibitor
O=C(c1ccco1)N1CCN(S(=O)(=O)N2CCOCC2)CC1	-8.6	-14.4	-11.6	-4.0	-2.6	-0.181	12.1	-6.2	2.7
Cc1onc(-c2ccccc2)c1C(=O)Nc1c(C)n(C)n(-c2ccccc2)c1=O	-7.3	-17.8	-18.7	-4.0	4.0	2.5	.	2.0	3.9
Cc1ccc(N2C(=O)CC(N3CCN(C)CC3)C2=O)cc1 (stereo unspecified)	-9.7	-20.6	9.5	.	-1.8	0.931	-0.9	-24.6	-6.3
COc1ccc(N(CC(O)CN2C(=O)NC(C)(C)C2=O)S(=O)(=O)c2ccc(C)cc2)cc1 (stereo unspecified)	2.2	6.6	-30.5	2.0	7.8	0.765	.	-12.7	-8.3
COCc1cc(=O)[nH]c(Nc2nc(C)c3cc(OC)ccc3n2)n1	0.1	-25.1	-2.7	-11.0	0.8	.	-6.6	-149.6	-14.8
O=C(CC1(O)C(=O)N(Cc2cccc3ccccc23)c2ccccc21)c1cccnc1 (stereo unspecified)	-4.6	-2.8	19.9	4.0	12.1	0.156	-6.0	-48.0	10.9
CCCc1nc(SC2CCCC2)c2c(=O)n(C)c(=O)n(C)c2n1	-8.8	-2.8	-21.4	-2.0	2.8	0.91	8.8	-21.7	5.9
Cc1cc(C)nc(/N=C(/NC(=O)Nc2cccc(Cl)c2)Nc2ccccc2)n1	-10.5	-40.5	25.0	-12.0	-30.4	-1.19	-8.2	-19.5	3.0
CCN1CCCC1CNC(=O)c1ccccc1Cl (stereo unspecified)	-10.6	6.9	-1.6	.	32.1	0.548	-14.4	11.3	-16.4
CCOC(=O)c1cc2c(s1)-c1c(C)cccc1OC2	-13.4	-4.1	-3.3	-8.0	-15.9	-1.87	-24.7	0.8	-26.3
COc1ccccc1OCc1ccc(C(=O)OCC2CCCO2)o1 (stereo unspecified)	-9.6	11.3	-11.6	-6.0	26.2	0.298	-0.4	-5.7	5.2
COc1ccc(/C(O)=C2/C(=O)C(=O)N(CCN(C)C)C2c2ccccc2)cc1Cl (stereo unspecified)	-10.0	36.4	-5.9	3.0	1.5	-0.0388	14.2	10.9	2.7
Cc1cccn2cc(CNC(=O)C3CCCCC3)nc12	-0.9	-5.5	-8.1	9.0	-59.5	0.281	11.6	-45.6	-6.7

Assay outcomes from PubChem BioAssay.
